Bioassay records (PubChem BioAssay)
Granule exo inh – LAMP-1 surface exposure blockers, TALL-104 cells – cell-based, flow cytometry, MLPCN library, primary screen; inhibition, % at 10 µM; 0.66% of 360,000 active; AID 651702, 2012; TALL-104 LAMP-1 surface exposure; cells stimulated with thapsigargin and PMA;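 active = inhibition above about 55%, limit read from the data; inconclusive = no clear call, values can overlap the other calls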
MC4R barr agon – MC4R agonists recruiting beta-arrestin, primary screen, cell-based, luminescence, agonist arm of biased-ligand search. 0.98% of 360,000 active. activation, % at 8.9 µM. Melanocortin receptor 4 (Homo sapiens), P32245. U2OS MC4R beta-arrestin complementation; percent of melanotan II response, DMSO zero. AID 540308, 2011;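 active = activation above a per-plate cutoff, the mean activation of sample wells on that plate plus 3 SD, cut at about 8% in these data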
NOD2-RIPK2 inh – NOD2-RIPK2 binding disruptors in cells, primary screen, fluorescence, CHO cells, BLA complementation | CCF4 ratio | inhibition, % at 4.98 µM | 0.38% of 360,000 active | AID 624267, 2012; in the data active = inhibition above about 21%;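 note: 0% = vehicle only and 100% = reference blocker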
Glyco luc inh – increase of ERlucT glycosylation luciferase signal, primary screen, N-linked glycosylation inhibitor project, D54 ERlucT cells, luminescence, set 2. D54 ERlucT glycosylation luciferase reporter, 24 h; percent of 100 nM tunicamycin response. reporter increase, % at 12.5 µM. 0.23% of 360,000 active. AID 588692, 2011;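 active = mean luciferase reporter signal, scaled so untreated is 0 and the glycosylation-blocking control 100, at or above a set limit in every replicate; inconclusive = mean reaches the limit but not every replicate does; inactive = mean below the limit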;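 note: luciferase carries N-glycosylation sites so blocking glycosylation raises the light; 0% = median of neutral control wells and 100% = median of 100 nM tunicamycin wells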
ABHD5 PLIN5 PPI – ABHD5-PLIN5 interaction inhibitors, primary screen, cell lysate, split luciferase complementation, luminescence | Perilipin-5 (Homo sapiens) + 1-acylglycerol-3-phosphate O-acyltransferase ABHD5 (Homo … | Split G. princeps luciferase complementation, 4 h | inhibition, % at 4 µM | 0.78% of 360,000 active;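 active = inhibition above the mean inhibition across every tested compound plus 3 SD, cut at about 22% in these data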;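 note: 0% = DMSO only wells and the 100% control is not disclosed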
Vif inh – HIV Vif self-association inhibitors, primary screen, imaging, HEK293T, single point | HEK293T cells, Vif self-association by quenched fluorescence, 24 h | inhibition, % at 7.49 µM | 0.35% of 340,000 active | AID 602346, 2012; in the data active = inhibition above about 50%, passing the limit was not always enough; inconclusive = no clear call, values can overlap the other calls; inactive = below about 31%; note: some results filed as inactive read as strong as hits
aDG glyco act – activators of alpha-DG glycosylation, primary screen, uHTS, Pro5-aDG cells, AlphaScreen. alpha-DG glycosylation AlphaScreen (IIH6); 0% Pro5, 100% B10-LARGE cell signal. 0.22% of 360,000 active. activation, % at 10 µM;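 active = activation of at least 8% versus controls, or a plate z-score of at least 8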;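 note: Pro5 are CHO cells carrying HIG-tagged alpha-DG that lacks glycosylation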
MC4R antagonist – MC4R antagonists of cAMP signaling, primary screen, cell-based, TR-FRET, antagonist arm of biased-ligand search; Melanocortin receptor 4 (Homo sapiens), P32245; inhibition, % at 6.5 µM; 0.48% of 360,000 active; MC4R-expressing cells, MTII-stimulated cAMP, LANCE TR-FRET;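 active = inhibition above its plate's cutoff, the mean of tested wells on that plate plus 3 SD, cut at about 29% in these data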;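 note: 0% = Melanotan II alone and 100% = Melanotan II plus saturating MCL0020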
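System: U2OS-MC4R stable cell line; Technique: Eu-cAMP/anti-cAMP TR-FRET, emission 671 nm; Repeats: single well per compound; Also added: Melanotan II; Dosing: one concentration, 6.5 µM nominal; Schedule: 30-min compound, 1-h challenge, 1-h detection, room temperature.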
ABCB6 inh MLPCN – ABCB6 transporter inhibitors, primary screen, K562-ABCB6 cells, flow cytometry, MLPCN library; ATP-binding cassette sub-family B member 6 (Homo sapiens), Q9NP58; K562-ABCB6 porphyrin accumulation, 1 h; hits give low values; fluorescence ratio to DMSO, % at 10 µM; 0.19% of 360,000 active; AID 602162, 2011;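 active = fluorescence ratio to DMSO below 75%, the collection mean minus 3 SD; inconclusive = too few cells collected in the well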;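 note: signal is porphyrin accumulated inside mitochondria; 100% equals median channel fluorescence of DMSO control wells; lower ratio means ABCB6 inhibition with less porphyrin fluorescence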
TLR9-MyD88 inh – inhibitors of TLR9-MyD88 association in cells, primary screen, cell-based, CHO, BLA complementation, fluorescence; 0.21% of 340,000 active; Toll-like receptor 9 (Homo sapiens) + Myeloid differentiation primary response protein …; inhibition, % at 4.98 µM; CCF4 FRET ratio;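 active = inhibition above the mean over all tested compounds plus 3 SD, cut at about 21% in these data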;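 note: 0% = DMSO only wells and 100% = clavulanate BLA inhibitor control wells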
Target sequence (Q99836 whole entry, looked up): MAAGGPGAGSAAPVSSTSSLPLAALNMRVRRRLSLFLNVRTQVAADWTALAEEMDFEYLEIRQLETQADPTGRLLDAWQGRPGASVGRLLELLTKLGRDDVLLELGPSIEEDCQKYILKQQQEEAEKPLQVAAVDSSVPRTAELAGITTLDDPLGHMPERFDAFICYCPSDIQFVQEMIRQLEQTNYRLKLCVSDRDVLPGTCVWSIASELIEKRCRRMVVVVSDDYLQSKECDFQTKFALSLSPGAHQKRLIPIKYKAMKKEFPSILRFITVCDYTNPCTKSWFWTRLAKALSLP
Target sequence (Q9NR96 whole entry, looked up): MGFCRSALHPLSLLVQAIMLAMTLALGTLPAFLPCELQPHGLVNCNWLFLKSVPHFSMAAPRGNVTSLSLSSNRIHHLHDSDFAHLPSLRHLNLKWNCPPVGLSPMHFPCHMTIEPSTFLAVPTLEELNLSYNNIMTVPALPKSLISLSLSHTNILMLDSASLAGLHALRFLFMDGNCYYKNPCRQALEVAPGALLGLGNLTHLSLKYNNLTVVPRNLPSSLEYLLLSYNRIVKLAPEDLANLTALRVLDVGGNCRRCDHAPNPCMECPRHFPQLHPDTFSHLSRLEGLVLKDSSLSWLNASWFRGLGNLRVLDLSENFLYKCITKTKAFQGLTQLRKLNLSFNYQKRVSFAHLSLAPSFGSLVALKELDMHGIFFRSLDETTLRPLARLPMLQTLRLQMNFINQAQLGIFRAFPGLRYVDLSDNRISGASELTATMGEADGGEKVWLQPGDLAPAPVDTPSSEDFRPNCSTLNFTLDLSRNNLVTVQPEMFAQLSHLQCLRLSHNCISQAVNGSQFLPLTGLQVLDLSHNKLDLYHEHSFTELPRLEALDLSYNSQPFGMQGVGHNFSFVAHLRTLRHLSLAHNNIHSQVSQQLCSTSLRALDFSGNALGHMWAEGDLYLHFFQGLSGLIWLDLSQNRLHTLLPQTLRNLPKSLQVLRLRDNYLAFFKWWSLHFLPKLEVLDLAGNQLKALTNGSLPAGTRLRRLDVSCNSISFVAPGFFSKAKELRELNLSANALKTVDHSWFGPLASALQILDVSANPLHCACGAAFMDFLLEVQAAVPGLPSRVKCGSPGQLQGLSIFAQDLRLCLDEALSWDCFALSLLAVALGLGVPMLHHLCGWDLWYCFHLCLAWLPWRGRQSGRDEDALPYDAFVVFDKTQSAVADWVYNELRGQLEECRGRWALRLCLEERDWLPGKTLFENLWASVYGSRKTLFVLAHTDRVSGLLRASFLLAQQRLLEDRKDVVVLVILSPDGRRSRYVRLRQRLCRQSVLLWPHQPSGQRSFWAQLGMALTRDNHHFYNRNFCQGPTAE
Active calls of the source: *; ? = inconclusive; nt = not tested or not shown; & = joins results of further samples. Not all compounds are listed; rates above refer to the full screens.

SMILES | Granule exo inh | MC4R barr agon | NOD2-RIPK2 inh | Glyco luc inh | ABHD5 PLIN5 PPI | Vif inh | aDG glyco act | MC4R antagonist | ABCB6 inh MLPCN | TLR9-MyD88 inh
COc1ccc(-c2nn(-c3ccccc3)cc2/C=N/Nc2cccc(C(=O)O)c2)cc1 | 1 | -1.5 | 2 | 3 | -1 | -2 | 0.6 | -12 | 94 | -10
COC(=O)c1cnc(Oc2ccc(NC(=O)NC(=O)c3c(F)cccc3Cl)cc2)cc1C(F)(F)F | 10 | 0.0 | -1 | 19 | -4 | 12 | 0.2 | -11 | 95 | -9
FC(F)(F)c1cccc(N2Cc3ccccc3C2)c1 | -4 | -1.5 | -6 | -1 | -4 | 3 | 0.2 | 11 | 99 | 2
O=C(c1n[nH]c2ccccc12)N1CCN(S(=O)(=O)c2ccc3ccccc3c2)CC1 | -1 | -1.2 | 9 | 4 | -6 | -10 | 0.1 | 3 | 91 | -2
Cc1ccsc1/C=C(/C#N)C(=O)NCc1ccccc1 | -3 | 1.3 | 0 | 3 | -1 | -9 | 0.4 | 3 | 103 | 5
O=C(CSc1nc(N2CCOCC2)nc(N2CCOCC2)n1)Nc1ccc([N+](=O)[O-])cc1 | 35 | 0.9 | 1 | 5 | 13 | 4 | -0.3 | -3 | 92 | 3
c1cncc(-c2nnc3sc(C4CCCCC4)nn23)c1 | 1 | -3.2 | -2 | 0 | -2 | 2 | -0.2 | -3 | 89 | 2
CN1CCN(C(=O)c2ccc(-c3cnc4cccnn34)cc2)CC1 | 11 | 1.1 | -10 | 3 | 1 | 1 | -0.2 | 7 | 104 | nt
COc1ccc(Br)cc1/C=N/NC(=O)CNC(=O)c1cccnc1 | -8 | 0.8 | -6 | 2 | 5 | -1 | 0.1 | 20 | 96 | -10
COc1cc2c3c(c1)C1(C(=O)N3C(C)(C)C=C2C)C(C#N)=C(N)Oc2cc(C)oc(=O)c21 (configuration not stated) | -9 | -2.6 | 3 | -1 | 6 | -10&-1 | -0.1 | -6 | 96 | -7
COc1cc(CNC(=O)c2ccccc2NC(=O)C2=C(C)OCCS2)cc(OC)c1OC | -9 | -0.9 | -4 | -2 | 0 | 3 | -0.2 | 10 | 99 | 0
CCOC(=O)C1=C(C)NC(=O)NC1c1ccc2c(c1)OCO2 (configuration not stated) | 1 | 0.1 | -2 | -1 | -1 | nt | 0.1 | 0 | 88 | 2

4 compounds from above with just Glyco luc inh and TLR9-MyD88 inh.
| canonical_smiles | Glyco luc inh | TLR9-MyD88 inh |
| --- | --- | --- |
| c1cncc(-c2nnc3sc(C4CCCCC4)nn23)c1 | 0 | 2 |
| CN1CCN(C(=O)c2ccc(-c3cnc4cccnn34)cc2)CC1 | 3 | nt |
| O=C(CSc1nc(N2CCOCC2)nc(N2CCOCC2)n1)Nc1ccc([N+](=O)[O-])cc1 | 5 | 3 |
| COC(=O)c1cnc(Oc2ccc(NC(=O)NC(=O)c3c(F)cccc3Cl)cc2)cc1C(F)(F)F | 19 | -9 |

Back to the main list with the 2 entries that preceded the break.
SMILES | Granule exo inh | MC4R barr agon | NOD2-RIPK2 inh | Glyco luc inh | ABHD5 PLIN5 PPI | Vif inh | aDG glyco act | MC4R antagonist | ABCB6 inh MLPCN | TLR9-MyD88 inh
COc1cc(CNC(=O)c2ccccc2NC(=O)C2=C(C)OCCS2)cc(OC)c1OC | -9 | -0.9 | -4 | -2 | 0 | 3 | -0.2 | 10 | 99 | 0
CCOC(=O)C1=C(C)NC(=O)NC1c1ccc2c(c1)OCO2 (configuration not stated) | 1 | 0.1 | -2 | -1 | -1 | nt | 0.1 | 0 | 88 | 2
CC(=O)Oc1ccc2ccccc2c1C(NC(=O)Cc1ccccc1)c1ccccc1Cl (configuration not stated) | 3 | -2.3 | 6 | -5 | -3 | -16 | 0.1 | 6 | 88 | -4
CCOC(=O)N1CCN(C(=O)C2CCN(S(=O)(=O)CC)CC2)CC1 | 1 | 1.9 | 5 | -2 | 3 | 2 | 0.2 | 15 | 99 | 1
O=C(CSc1ncn[nH]1)c1ccco1 | 1 | 0.8 | -4 | -2 | -4 | 1 | -0.1 | 12 | 88 | 3
CCOC(=O)N1CCC(NC(=O)c2cccs2)CC1 | -2 | 3.5 | -14 | 0 | 2 | 11 | 0.0 | 9 | 100 | -4
CC(NC(=O)CCCc1ccccc1)c1ccncc1 (configuration not stated) | 1 | -0.9 | 8 | 0 | 1 | -2 | 0.0 | -1 | 107 | 13
O=C(O)c1cc(=O)[nH]c2ccc(S(=O)(=O)Nc3ccc(F)cc3)cc12 | ? | 0.3 | 0 | -1 | -1 | -6 | -0.3 | 4 | 117 | -4
CCNC(=O)CSc1nnc(-c2ccccc2)n1-c1ccc(OCC)cc1 | -1 | 0.7 | -3 | -2 | 3 | -1 | 0.2 | 7 | 103 | -3
COC(=O)c1ccc(Cn2cnc3ccccc3c2=O)cc1 | -6 | -3.0 | -12 | 3 | -5 | -13 | 0.4 | 1 | 99 | 0
CC(=O)Nc1ccccc1OCC(=O)c1ccc2c(c1)OCO2 | -3 | -1.4 | 7 | -4 | -2 | -6 | 0.0 | 1 | 96 | 9
S=C(Nc1ccc(Cl)cc1Cl)NC1CCCCC1 | 0 | 0.4 | 7 | -1 | -9 | 7 | 0.2 | -3 | 115 | -9
COCCNCc1nc2sc(C)c(-c3ccccc3)c2c(=O)[nH]1 | 2 | -0.9 | -6 | 1 | 2 | 7 | 0.1 | 5 | 100 | -23
COc1c(Br)cc(Br)cc1C(=O)Nc1ccccc1N1CCCC1 | 1 | -1.0 | 1 | -3 | -12 | -1 | -0.2 | 3 | 97 | -4
COCCOC1CCN(C(=O)c2cc(COc3ccc(F)cc3F)on2)CC1 | -8 | -0.7 | -3 | -1 | -1 | -2 | -0.4 | 3 | 106 | -13
COc1ccc(-c2ccc(CCC(=O)O)n2CC(=O)Nc2cccc(OC)c2)cc1 | -1 | -2.5 | -5 | 4 | 0 | 4 | 0.0 | 6 | 100 | 0
Cc1cccc(OCC(=O)NCC(=O)N/N=C/c2c(C)[nH]c3ccccc23)c1 | -3 | -1.1 | -6 | 1 | 6 | 1 | 0.0 | -16 | 95 | 2
CCOc1ccc(OCC)c(NS(=O)(=O)c2cccc3nsnc23)c1 | 0 | 0.2 | -11 | 1 | 0 | 0 | -0.4 | -3 | 92 | -17
O=C(Nc1ccc(F)c(Cl)c1)C1CC(=O)N(Cc2ccccc2)C1 (configuration not stated) | 11 | -4.6 | 0 | -1 | -3 | -4 | -0.1 | 9 | 97 | 1
COc1ccc(OC)c(Nc2cc(C)nc3ccccc23)c1 | -1 | -1.9 | -5 | 12 | 3 | -12 | 0.2 | -8 | 103 | 1
Cc1ccc(N2CC(c3nc4ccccc4n3C)CC2=O)cc1C (configuration not stated) | 7 | -0.4 | -4 | 2 | 4 | -5 | -0.2 | 12 | 90 | -6
CC(NC(=O)CCc1ccccc1)c1cc2c(cc1Cl)OCCO2 (configuration not stated) | 4 | -0.6 | 1 | -2 | 3 | -8 | 0.2 | 3 | 101 | 7
Cc1cc(C)nc(-n2nc(C)cc2NC(=O)CN2CCc3ccccc3C2)n1 | 1 | 0.6 | 7 | 0 | 2 | -5 | 0.4 | 7 | 95 | 4
O=[N+]([O-])c1ccc(CNc2cccc(F)c2)s1 | 2 | -0.5 | -3 | -4 | -7 | -3 | 0.3 | 1 | 103 | 4
Cc1cc(Nc2cccc(Cl)n2)n(-c2ccccc2)n1 | -5 | 1.0 | -10 | -3 | -1 | 4 | 0.0 | 0 | 100 | 9
CCn1ccnc1CN1CCCC(CO)(Cc2cccc(OC)c2)C1 (configuration not stated) | -1 | -1.8 | -7 | -1 | -5 | 16 | 0.0 | 6 | 94 | -8
OCC(CO)c1cnnc2ccccc12 | -6 | -1.6 | 3 | 1 | 5 | 5 | 0.2 | 5 | 100 | -12
COC(=O)C1=C(C)NC(=O)/C1=C\c1cc(C)n(-c2ccccc2C)c1C | -1 | 3.0 | -9 | -1 | -4 | -1 | -0.1 | -5 | 82 | 0
CSc1nnnc2ccccc12 | 0 | -0.2 | -12 | 0 | 3 | 1 | 0.3 | -1 | 96 | 5
CCCCSc1nc(O)c(C2OC(=O)c3c2ccc(OC)c3OC)c(=O)n1-c1ccccc1 (configuration not stated) | -2 | -0.2 | -6 | 0 | -3 | 0 | 0.4 | 3 | 103 | -2
Cc1cc(C)cc(NC(=O)COC(=O)c2ccc3c(c2)OCCO3)c1 | -1 | -0.7 | 5 | 2 | -1 | 28 | 0.0 | 6 | 96 | 5
Cc1ccc(Nc2cc(=O)[nH]c(=O)[nH]2)cc1Cl | -2 | -1.5 | -5 | 3 | -9 | 21 | -0.1 | -2 | 97 | -15
CCN1CCN(S(=O)(=O)c2ccc(OC)c(NC(=O)c3ccccc3)c2)CC1 | -4 | 1.9 | 0 | -1 | 1 | -6 | 0.2 | 17 | 100 | -10
Cc1ccc(S(=O)(=O)CC(=O)Nc2ccc(S(=O)(=O)Nc3onc(C)c3C)cc2)cc1 | -2 | -0.7 | 4 | 2 | 1 | -9 | 0.0 | 8 | 98 | 12
Cc1cccc(C)c1-c1ccc(CN2C(CC(C)C)C(=O)N(Cc3cn(CC4CCCCC4)nn3)CCS2(=O)=O)cc1 (configuration not stated) | 3 | 0.9 | 3 | -6 | -1 | nt | -0.2 | 9 | 100 | 3

Four compounds from above, arranged by the value under aDG glyco act, largest number first.
| SMILES | aDG glyco act |
| --- | --- |
| CCCCSc1nc(O)c(C2OC(=O)c3c2ccc(OC)c3OC)c(=O)n1-c1ccccc1 (configuration not stated) | 0.4 |
| CSc1nnnc2ccccc12 | 0.3 |
| Cc1cc(C)cc(NC(=O)COC(=O)c2ccc3c(c2)OCCO3)c1 | 0.0 |
| Cc1ccc(Nc2cc(=O)[nH]c(=O)[nH]2)cc1Cl | -0.1 |
